Assay outcomes from PubChem BioAssay.
EPAC2 agonist: EPAC2 (human) agonism | Potency, µM (highest dose often 154 µM), for the others: at the highest dose activation, actives largely listed as activators | actives 0.079% (n = 360,000) | AID 720711 | Q8WZA2 | EPAC2 activation, biochemical qHTS; response scale: 100% = 6.5 mM cAMP response; further: potency means the concentration at half of the fitted maximal effect; nearly all actives have a fitted effect of over 50% in size
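Each well held 100 nM EPAC2, 250 nM RAP1B-BODIPY-GDP and 50 uM GDP. Fluorescence, read at 5-min intervals to 30 min, was referenced to a 6.5 mM cAMP positive control.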
EPAC2 antagonist: EPAC2 (human) antagonism; Potency, µM (top dose mostly 114 µM), without a hit: top-dose activity, negative = inhibition, most hits filed as inhibitors; EPAC2 GEF exchange of Rap1B-BODIPY-GDP, fluorescence; actives 0.18% (n = 360,000); Q8WZA2; further: potency means the concentration at half of the fitted maximal effect; on the % scale 0 is the no-effect control and ±100 the full control effect; nearly all actives have a fitted effect of over 45% in size; many of its hits are not listed in these tables
Nrf2 inh: blocks Nrf2 signaling | A549 ARE-Fluc reporter, luciferase luminescence, 18-24 h | Potency, µM (titrated, usually from 46 µM), without a hit: at the highest dose activity change, negative = inhibition, actives largely listed as inhibitors | actives 2.1% (n = 360,000); further: potency means the concentration at half of the fitted maximal effect; on the % scale 0 is the no-effect control and ±100 the full control effect; nearly all actives have a fitted effect of over 60% in size
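A549 ARE_Fluc cells (5000/well, 5% FBS OPTI-MEM) pre-incubated 2 h, then treated with compounds 18-24 h at 37C/5% CO2 in concentration-response. CellTiter-Fluor viability read first; BugLite luciferase luminescence after 15 min at room temperature gives Nrf2 activity.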
Mm-Cpn inhibitor: inhibitors of Methanococcus maripaludis chaperonin (MmCpn); actives 0.031% (n = 330,000); purified Mm-Cpn ATPase, ADP Transcreener TR-FRET; Potency, µM (highest dose often 76.9 µM), without a hit: at the top dose activity, negative = inhibition, usual class: inhibitors; AID 504842; further: potency means the concentration at half of the fitted maximal effect; on the % scale 0 is the no-effect control and ±100 the full control effect; nearly all actives have a fitted effect of over 80% in size
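Quantitative HTS used 25 nM Mm-CPN and 10 uM ATP in magnesium/KCl Tris buffer, pH 7.4, with 1 mM DTT. Hydrolysis ran 30 min at 37°C; ADP was read by HTRF.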
Akt phos inh: inhibitors of Akt phosphorylation | Neuro2A IGF-stimulated pAkt S473 HTRF, 20 min; active compounds read low | activity change, % for hits at 50 µM | actives 0.32% (n = 360,000); in the data active means activity change below about -80%; inconclusive means mostly about -51% to -80%; further: on the % scale 0 is the no-effect control and ±100 the full control effect
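Single-point screen (50 µM final compound) in Neuro2A cells stimulated 20 min with 6 nM IGF at 37 deg C. After lysis, Ser473-phosphorylated Akt read by HTRF (ex 330 nm, em 615/665 nm) as the 665/615 ratio.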
Nrf2 activator: Nrf2 pathway activation; AREc32 ARE-luciferase reporter (MCF7-derived line), luminescence, 24 h; Potency, µM (series often up to 46.1 µM), inactives show top-dose activation, usual class: activators; actives 0.31% (n = 410,000); further: potency means the concentration at half of the fitted maximal effect; % of control where 0% means no effect; nearly all actives have a fitted effect of over 65% in size
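Luciferase luminescence (Steady-Glo, 30 min at room temperature) served as the read-out of ARE activation in AREc32 cells treated with compounds for 24 hr at 37 deg C.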
TGFb inhibitor: blocks TGF-b signaling; actives 1.2% (n = 410,000); HepG2 CAGA-GFP TGF-b/SMAD3 reporter, GFP fluorescence, 18 h; TGF-beta stimulated, 500 pg/mL final; Potency, µM (doses to about 46.1 µM), for the others: top-dose activity, negative = inhibition, most hits filed as inhibitors; further: potency means the concentration at half of the fitted maximal effect; on the % scale 0 is the no-effect control and ±100 the full control effect; nearly all actives have a fitted effect of over 65% in size
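TGF-beta reporter screen: HEPG2 CAGA-GFP, 1% FBS, 500 pg/mL TGF-beta final, 18 h; per-cell GFP summed per well; curves fitted and categorized by class.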
CCT modulator: modulators of cytosolic chaperonin (CCT/TRiC) activity. purified chaperonin ATPase assay, HTRF ADP detection, 30 min. AID 651819. actives 0.3% (n = 360,000). activity change, % (test concentration not listed), hits read low; in the data active means activity change below about -30%; further: on the % scale 0 is the no-effect control and ±100 the full control effect
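First, chaperonin was dispensed at 40 nM or 20 nM final depending on batch activity. Next, compounds were pinned at 76 uM and ATP added at 10 uM. After 30 min at 37 °C, ADP detection reagents ran 30 min at ambient temperature.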
A549 tox: A549 cytotoxicity, counter-screen for Nrf2 inhibitors. AID 504648. actives 0.16% (n = 390,000). A549 ARE-Fluc cells, CellTiter-Fluor viability, 18-24 h. Potency, µM (top dose mostly 46 µM), for inactives: top-dose activity change, negative = cytotoxicity, actives largely listed as inhibitors; further: potency means the concentration at half of the fitted maximal effect; on the % scale 0 is the no-effect control and ±100 the full control effect
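Cytotoxicity counterscreen: CellTiter-Fluor fluorescence was measured in A549 ARE_Fluc cells after 18-24 h of compound exposure in a concentration series. The subsequent BugLite luminescent read reports ARE-luciferase activity.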
* marks the source's active call; other numbers are inactive results; i = inactive; ? = inconclusive; · = not tested or not shown; & = joins results of further samples; [ ] = another dose, or the depositor's remark. Unless noted, the call rests on the fitted dose curve; in most records, active means well fitted curve in the direction sought with a large enough effect; inconclusive means small, poorly fitted or top-dose-only effect, or another doubt; inactive means no such curve, though single readings can be large; an effect the other way counts as inactive or inconclusive. These rows are one share of the data, so the mix of outcomes need not match the whole.

Screens in order – EPAC2 agonist, EPAC2 antagonist, Nrf2 inh, Mm-Cpn inhibitor, Akt phos inh, Nrf2 activator, TGFb inhibitor, CCT modulator, A549 tox
COCCNC(=O)CSc1nc2c(n1-c1ccccc1)CCCC2
  8%, -6%, ?, 0%, i, 0.1%, 0%, 0.5, -8%
COc1cc(CNc2ccc3c(c2)OCCO3)ccc1OCC(N)=O
  1%, -6%, -20%, -4%, i, 3.3%, -2%, 1.5, 1%
O=c1c2ccccc2c(-c2ccc(F)cc2)nn1-c1ccc(C(F)(F)F)cc1
  9%, -23%, -13%, 1%, i, 1.8%, ?, -2.1, 17%
CCC(C)Sc1cccc(-c2nc3cc(C)ccn3c2NC2CCCCC2)c1 (stereo not given)
  6%&1%, -17%&-14%, ?, -2%, i, -0.4%&-0.7%, 11µM*, -4.0&0.9, ?
CC(C)(C#N)Nn1cnnc1
  5%, 10%, ?, 0%, i, -1.5%, -16%, -0.4, 6%
N#Cc1cccc(NC(=O)c2cc(C3CCCCN3S(=O)(=O)c3cccc4cccnc34)on2)c1 (stereo not given)
  -1%, -6%, ·, ·, i, -1.1%[9.22 µM], -2%, -0.3, ·
Cn1nnnc1SCc1cc(=O)[nH]c2ccccc12
  2%, 8%, 3%, -2%, i, 0.2%, ?, -2.5, -1%
CN(Cc1ccccc1)C(=O)c1nc2ccccn2c1CN1CCCC1c1nccs1 (stereo not given)
  -5%, -9%, 8%, 2%, i, 0.9%, -1%, -2.3, -3%
O=c1[nH]c2cc(Cl)c([N+](=O)[O-])nc2[nH]1
  9%, 28%, 19%, 1%, i, 3.7%, -6%, 3.6, -1%
O=C(Cc1ccc(-c2ccccc2)cc1)Nc1ccccn1
  13%, -1%, ?, -4%, i, 7.6%, ?, -2.1, ?
C[C@H](CO)N1C[C@H](C)[C@@H](CN(C)S(=O)(=O)c2cn(C)cn2)Oc2ccc(NC(=O)Cn3cnnn3)cc2C1=O
  4%, 9%, 9%, -4%, i, -0.9%, -6%, 0.1, -2%
CCOc1cccc(CNc2ccc(O)cc2)c1OCc1ccc(Cl)cc1Cl
  -7%, ?, ·, -5%, i, 13%, ?, -3.7, -8%
Cc1ccc(C(C(=O)NC(C)(C)C)N(C(=O)CCC(=O)Nc2ccccn2)c2ccccc2F)cc1 (stereo not given)
  12%, -12%, -20%, 1%, i, -0.1%, -7%, -2.1, 0%
COC(=O)c1cc2c(ccn2-c2ccc(F)cc2)n1C(C)C
  6%, 0%, 7%, -1%, i, -0.1%, 10%, -0.2, -7%
Cc1cccc(NCc2nc3ccccc3n2Cc2ccccc2)c1
  11%, -1%, ?, -10%, i, 3.6%, -46%, -1.5, -5%
CC(=O)Nc1ccc(Sc2ncccc2C(=O)Nc2ccc(OC(F)(F)F)cc2)cn1
  -6%, 15%, 4%, -1%, i, 1.9%, 2%, 0.6, -1%
COc1ccccc1N1CCN(Cc2cc3c(cc2[N+](=O)[O-])OCO3)CC1
  26%, -5%, 6%, -1%, i, -0.6%, -18%, -2.1, 3%
CC(=O)N1CCC(N(CCN2CCOCC2)C(=S)Nc2cccc(C)c2)CC1
  3%, 0%, 9%, 2%, i, -0.9%, 9%, -2.7, 10%
CN(C)C(=O)c1cccc(COc2ccc(N3C(N)=NC(N)=NC3(C)C)cc2Cl)c1
  -4%, 5%, ·, ·, i, -2.3%, -3%, 0.6, ·
Cc1ccc(Oc2nc3c(c(=O)n(Cc4ccccc4)c(=O)n3C)n2C)cc1C
  ·, ·, 18µM*, ·, ·, -1.3%, -13%, ·, 1%

More compounds
Screens in order – EPAC2 agonist, EPAC2 antagonist, Nrf2 inh, Mm-Cpn inhibitor, Akt phos inh, Nrf2 activator, TGFb inhibitor, CCT modulator, A549 tox
Cc1ccc(NC(=S)c2nc3ccccc3[nH]2)cc1
  16%, -6%, ?, 1%, i, 8.1%, ?, 1.1, 0%
CC(=O)Nc1ccc(S(=O)(=O)N[C@@H](C)C(=O)OCC(=O)NC2CCCC2)cc1
  3%, -2%, 1%, 0%, i, -0.6%, -2%, -1.8, -1%
CCCN1C(=O)C(=O)c2cc(Cl)ccc21
  -5%, 10%, 4%, -1%, i, 17%, 13µM*, 1.5, 1%
CC(C)(COC(=O)c1ccccc1)N1CC2CCC(C1)O2
  0%, -2%, ?, ·, i, 2.3%, -2%, 0.4, -6%
COc1cccc(OCCn2cc(/C=N/NC(=O)c3ccncc3)c3ccccc32)c1
  5%, -24%, -11%, -1%, i, 9.8%, ?, 0.4, 4%
O=CN1CCN(C(C(=O)NC2CCCCC2)c2ccc(Cl)cc2)CC1 (stereo not given)
  -7%, -4%, -4%, ·, i, -0.2%, -4%, -1.3, 1%
CC(C)Cn1c(N)c(C(=O)COC(=O)c2ccccc2Cl)c(=O)n(C)c1=O
  0%, 3%, -9%, 1%, i, -0.5%, -15%, -0.7, 3%
Cc1cc(C)cc(N(C(=O)Cc2cccs2)C(C(=O)NC2CCCCC2)c2ccccn2)c1 (stereo not given)
  0%, -9%, -14%, 0%, ·, -0.2%, -8%, -2.9, -15%
Cc1cc(C(=O)NN)n[nH]1
  1%, 10%, 25%, 0%, i, -0.4%, -4%, 1.4, -21%
O=[N+]([O-])c1ccccc1/C=C/C=N/n1c(-c2ccccc2F)n[nH]c1=S
  5%, -3%, 3%, -1%, i, ?, -15%, -2.5, 3%
COc1ccc(CCC(=O)NCCOc2ccc(C)cc2)cc1
  1%, -13%, -6%, -4%, i, -0.1%, -5%, -1.9, -2%
O=C(COc1ccc2c3c(c(=O)oc2c1)CCC3)NCC(O)c1ccccc1 (stereo not given)
  11%, -8%, -15%, 1%, i, -0.3%, -1%, -0.2, 0%
O=C(Nc1ccc(Br)cc1)C1CCCN(S(=O)(=O)c2ccc(Br)s2)C1 (stereo not given)
  ·, ·, 8%, ·, ·, -0.8%, -11%, ·, 4%
CCOc1ccccc1CNc1nc2nc(C)cc(C)n2n1
  ·, ·, ?, ·, ·, 9.1%, -9%, ·, 13%
COc1cccc(CN(C)CC(=O)Nc2cc3oc4ccccc4c3cc2OC)c1
  -1%, 9%, -13%, -10%, i, 4.1%, -4%, -1.2, 8%
CC12CC(NC(=O)N1c1cccc(C(=O)Nc3ncn[nH]3)c1)c1ccccc1O2 (stereo not given)
  2%, 4%, 11%, ·, i, 0.1%, -19%, -1.5, -8%
CCCN(C(=O)CCl)C1=CCCCC1
  17%, -15%, 2%, -1%, i, ?, -1%, -5.0, -2%
CC(NC(=O)c1ccccc1)c1nnc(SCC(=O)Nc2nnc(C3CC3)s2)n1C (stereo not given)
  5%, -4%, -3%, 1%, i, -0.2%, -17%, -3.7, -1%
CC(C)(C)NC(=O)C(c1ccc(F)cc1)N(Cc1ccco1)C(=O)c1csnn1 (stereo not given)
  -4%, -2%, 10%, 0%, i, -0.3%, 0%, -0.6, -5%
O=C(CCn1cnc2ccccc2c1=O)Nc1ccc(Cl)c(Cl)c1
  4%, 13%[57.1 µM], 7%, 1%, i, -0.5%, -18%, 1.6, -7%

Shown field by field: four of the compounds above.
> Cc1ccc(NC(=S)c2nc3ccccc3[nH]2)cc1
- EPAC2 agonist: 16%
- EPAC2 antagonist: -6%
- Nrf2 inh: ?
- Mm-Cpn inhibitor: 1%
- Akt phos inh: i
- Nrf2 activator: 8.1%
- TGFb inhibitor: ?
- CCT modulator: 1.1
- A549 tox: 0%
> CC(=O)Nc1ccc(S(=O)(=O)N[C@@H](C)C(=O)OCC(=O)NC2CCCC2)cc1
- EPAC2 agonist: 3%
- EPAC2 antagonist: -2%
- Nrf2 inh: 1%
- Mm-Cpn inhibitor: 0%
- Akt phos inh: i
- Nrf2 activator: -0.6%
- TGFb inhibitor: -2%
- CCT modulator: -1.8
- A549 tox: -1%
> CCCN1C(=O)C(=O)c2cc(Cl)ccc21
- EPAC2 agonist: -5%
- EPAC2 antagonist: 10%
- Nrf2 inh: 4%
- Mm-Cpn inhibitor: -1%
- Akt phos inh: i
- Nrf2 activator: 17%
- TGFb inhibitor: 13µM*
- CCT modulator: 1.5
- A549 tox: 1%
> CC(C)(COC(=O)c1ccccc1)N1CC2CCC(C1)O2
- EPAC2 agonist: 0%
- EPAC2 antagonist: -2%
- Nrf2 inh: ?
- Mm-Cpn inhibitor: ·
- Akt phos inh: i
- Nrf2 activator: 2.3%
- TGFb inhibitor: -2%
- CCT modulator: 0.4
- A549 tox: -6%

The listing continues.
Screens in order – EPAC2 agonist, EPAC2 antagonist, Nrf2 inh, Mm-Cpn inhibitor, Akt phos inh, Nrf2 activator, TGFb inhibitor, CCT modulator, A549 tox
CCC(C)[C@H]1CNC(=S)N1CCc1cccc2ccccc12 (stereo not given in full)
  12%, -18%, ?, -3%, i, -0.5%, ?, -2.9, -6%
CC(C)(C)c1ccc(C(=O)NCCC(=O)NNC(=O)COc2ccccc2F)cc1
  -6%, -2%, 7%, -30%, i, 2.4%, 11%, -8.2, 1%
Cn1cc(/C=C/c2cc[n+](C)cc2)c2cc(Cl)ccc21
  -11%, 31%[activator], 10µM*, ?, i, 0.3%, 102%[activator], 0.4, ?
O=C(N/N=C/c1ccc2c(c1)OCO2)c1cc2ccccc2o1
  8%, -3%, -5%, 2%, i, -0.3%, -2%, 1.0, 0%
COc1cc(OC)c2c(-c3cccc(-c4ccc(N(C)C)cc4)c3)cc(=O)oc2c1
  4%, -5%, ?, -3%, i, 4.3%, 1.1µM*, 2.6, -11%
O=[N+]([O-])c1ccc(N2CCOCC2)cn1
  6%, -1%, 10%, 0%, i, -0.6%, 12%, 1.7, -16%
